# Shn3 3UTR inh = reduction of Shn3 3'UTR firefly luciferase signal, primary screen, Schnurri-3 inhibitor project, cell-based, Clone20 osteoblasts, set 2; Clone20 osteoblast Shn3 3'UTR firefly luciferase, 24 h; AID 588674, 2011; 360,000 compounds, 0.52% hits; inhibition, % at 12.5 µM;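 active means mean inhibition of at least 75% with every replicate also reaching 75%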;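 further: 0% = median of neutral control wells and 100% = pilot-screen positive control compound; some compounds past the cut are filed as inactive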
# TROY NFkB inh = inhibitors of TROY-driven NF-kB signaling, primary screen, Q293 LMP1-TROYcd cells, NF-kB luciferase, uHTS; Q293 LMP1-TROYcd NF-kB luciferase reporter, 4 h; inhibition, % at 10 µM; 360,000 compounds, 0.98% hits; AID 1347056, 2019;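 active means compounds whose plate-normalised and pattern-corrected inhibition of the luciferase reporter signal at the single screening dose is 50% or more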
# TWEAK Fn14 block = inhibitors of TWEAK-Fn14 signaling, primary screen, luciferase reporter cells, uHTS. TWEAK-stimulated Fn14 reporter cells, luciferase luminescence, 8 h. inhibition, % at 10 µM. 360,000 compounds, 2% hits; in the data active means inhibition above about 50%
# SRC3 inh = SRC3 coactivator transcriptional activity inhibitors, primary screen, cell-based, luminescence; inhibition, % at 3.6 µM; Nuclear receptor coactivator 3 (Homo sapiens), Q9Y6Q9; 360,000 compounds, 0.17% hits; HEK293 GAL4-SRC3 luciferase reporter;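 active means inhibition above a per-campaign cutoff, the mean of all compounds plus 3 SD, cut at about 60% in these data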;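 further: 0% = DMSO-treated cells and 100% = gossypol-treated cells at 36 µM; higher means less SRC3-driven luciferase light from the GAL4 reporter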
# LMP1 NFkB inh = EBV LMP1-driven NF-kappaB luciferase reporter inhibitors, primary screen, cell-based, luminescence, single point; inhibition, % at 12.5 µM; 350,000 compounds, 0.69% hits; LMP1-induced NF-kappaB luciferase reporter cells; AID 504558, 2011; in the data active means inhibition above about 41%;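 further: 0% = neutral control wells and 100% = reference inhibitor control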
# NR2F2 inh = NR2F2 transcriptional activity inhibitors, primary screen, cell-based, luciferase reporter, HEK293T, luminescence; HEK293T NGFI-A luciferase reporter; inhibition, % at 8.6 µM; 370,000 compounds, 0.7% hits;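 active means inhibition above a per-plate cutoff, mean inhibition of test wells between control levels plus 3 SD, cut at about 38% in these data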;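 further: cells cotransfected with COUP-TFII expression vector driving the NGFI-A reporter; 0% = median of COUP-TF2 test wells and 100% = reporter-only cells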
# KKLEB cytotox = cytotoxicity in KKLEB CF airway cells, primary screen, cytotoxicity control for CF NF-kB inhibitor project, cell-based, uHTS, fluorescence assay plates; 360,000 compounds, 0.36% hits; KKLEB CF airway cells viability, ATPlite luminescence, overnight; hits give low values; cells stimulated with P. aeruginosa culture filtrate; activity change (cytotoxicity), % at 5 µM;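 active means corrected activity change at or below -50% at 5 µM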
# NR5A2 inv ag = LRH-1 (NR5A2) inverse agonists, primary screen, cell-based, luminescence, HEK293T, StAR-luciferase reporter | Nuclear receptor subfamily 5 group A member 2 (Homo sapiens), O00482 | LRH-1 transfected, 24 h | inhibition, % at 3.6 µM | 360,000 compounds, 0.13% hits;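 active means inhibition above the mean inhibition of all tested compounds plus 3 SD, cut at about 73% in these data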;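 further: 0% = DMSO wells and 100% = reporter-only cells lacking LRH-1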
# TRAIL sens C8 = viability loss with TRAIL in NB7+C8 cells, primary screen, TRAIL sensitizer project, cell-based, ATPlite luminescence | inhibition (viability loss, TRAIL sensitization), % at 10 µM | 360,000 compounds, 1% hits;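 active means compounds causing at least 50% loss of cell viability in the single-dose screen, relative to plate controls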
# CF NFkB block = inhibitors of PAF-induced NF-kB signaling, primary screen, cell-based, GFP fluorescence, uHTS | inhibition, % at 5 µM | AID 588850, 2011 | 360,000 compounds, 0.86% hits | KKLEB NF-kB-GFP reporter, GFP fluorescence overnight;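 active means at least 50% inhibition at 5 µM, scaled per plate between neutral and stimulator controls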;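 further: PAF is a Pseudomonas aeruginosa culture filtrate used as stimulus; plate controls were PAF-stimulated DMSO wells for no effect and unstimulated DMSO wells for full effect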
# NCOA1 inh = SRC1 coactivator transcriptional activity inhibitors, primary screen, cell-based, luminescence; Nuclear receptor coactivator 1 (Homo sapiens), Q15788; HEK293 GAL4-SRC1 luciferase reporter; inhibition, % at 3.6 µM; 360,000 compounds, 0.12% hits;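 active means inhibition above the campaign mean plus 3 SD, with each screening campaign given its own cutoff, cut at about 60% in these data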;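 further: 0% = DMSO treated cells and 100% = gossypol at 36 µM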
# Target sequence (Q15788 whole entry, looked up, the tested form may be a part): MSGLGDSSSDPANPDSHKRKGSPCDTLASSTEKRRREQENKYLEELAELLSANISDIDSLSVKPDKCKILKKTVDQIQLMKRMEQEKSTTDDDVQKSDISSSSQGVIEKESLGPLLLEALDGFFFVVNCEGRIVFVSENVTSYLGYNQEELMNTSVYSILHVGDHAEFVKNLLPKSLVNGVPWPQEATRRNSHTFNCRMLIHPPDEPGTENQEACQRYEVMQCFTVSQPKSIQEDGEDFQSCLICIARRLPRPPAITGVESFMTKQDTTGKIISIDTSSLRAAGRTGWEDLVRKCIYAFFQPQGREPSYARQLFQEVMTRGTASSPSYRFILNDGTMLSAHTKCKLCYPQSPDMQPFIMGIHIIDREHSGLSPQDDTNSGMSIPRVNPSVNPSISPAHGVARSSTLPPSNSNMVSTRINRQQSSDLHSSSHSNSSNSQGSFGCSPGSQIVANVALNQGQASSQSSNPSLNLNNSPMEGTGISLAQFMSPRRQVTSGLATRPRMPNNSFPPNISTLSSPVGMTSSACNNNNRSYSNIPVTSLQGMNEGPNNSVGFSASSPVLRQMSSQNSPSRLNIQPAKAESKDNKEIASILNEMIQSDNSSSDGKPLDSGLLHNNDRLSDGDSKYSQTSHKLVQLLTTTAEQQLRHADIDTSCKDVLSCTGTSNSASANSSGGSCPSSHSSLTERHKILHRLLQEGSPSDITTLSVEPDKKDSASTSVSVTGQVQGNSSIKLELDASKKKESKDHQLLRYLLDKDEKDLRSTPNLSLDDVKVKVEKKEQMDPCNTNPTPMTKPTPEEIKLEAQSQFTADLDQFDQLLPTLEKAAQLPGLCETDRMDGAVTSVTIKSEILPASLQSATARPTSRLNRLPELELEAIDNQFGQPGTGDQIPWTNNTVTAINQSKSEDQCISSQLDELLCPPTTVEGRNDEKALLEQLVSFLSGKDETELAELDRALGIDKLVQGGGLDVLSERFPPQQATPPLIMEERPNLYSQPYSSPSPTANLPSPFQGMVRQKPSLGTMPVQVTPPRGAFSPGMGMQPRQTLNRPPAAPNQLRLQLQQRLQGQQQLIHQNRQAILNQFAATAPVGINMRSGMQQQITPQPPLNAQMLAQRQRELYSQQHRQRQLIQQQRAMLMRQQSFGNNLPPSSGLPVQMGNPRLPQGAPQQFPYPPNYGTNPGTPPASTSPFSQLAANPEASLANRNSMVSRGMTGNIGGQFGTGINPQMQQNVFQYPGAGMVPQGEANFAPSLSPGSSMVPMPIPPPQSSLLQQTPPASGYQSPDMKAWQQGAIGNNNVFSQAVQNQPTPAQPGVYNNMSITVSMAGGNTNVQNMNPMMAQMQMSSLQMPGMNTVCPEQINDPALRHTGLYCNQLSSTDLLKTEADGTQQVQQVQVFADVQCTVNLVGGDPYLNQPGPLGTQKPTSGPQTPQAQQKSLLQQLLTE
# * = called active by the depositor; x = no result given. These rows are one share of the data (hit frequency here may not be typical).
mol,Shn3 3UTR inh,TROY NFkB inh,TWEAK Fn14 block,SRC3 inh,LMP1 NFkB inh,NR2F2 inh,KKLEB cytotox,NR5A2 inv ag,TRAIL sens C8,CF NFkB block,NCOA1 inh
CC(CCc1ccccc1)NC(=O)COC(=O)c1ccc(NC(=O)CC#N)cc1 (stereo unspecified),6,22,8,-6,4,0,15,12,11,-28,4
Cc1c(C(=O)N(C)C)sc(NC(=O)c2cc([N+](=O)[O-])cc([N+](=O)[O-])c2)c1C#N,7,-7,7,-6,7,-6,-4,-3,-5,11,9
O=C1Cc2ccccc2C(c2c(Cl)cccc2Cl)N1 (stereo unspecified),1,-70,8,-6,-6,16,-2,-8,-3,-5,-13
Cn1nnnc1SCC(=O)N1CCN(C(c2ccccc2)c2ccccc2)CC1,5,23,-2,-16,-2,-5,13,5,-16,-2,-10
Cc1ccc(C(=O)NCCCNC(=O)c2ccccc2C)cn1,10,-4,-3,6,1,-3,0,15,-18,1,14
CC(C)C[C@H](NC(=O)C1CC(=O)N(c2ccc3c(c2)OCO3)C1)C(=O)NC1CCCCC1 (stereo partly specified),-9,6,-5,6,-2,6,-4,-4,-9,9,3
O=S1(=O)C[C@@H](N2CCN(CCO)CC2)[C@H](COCc2ccccc2)N1,-9,-16,8,1,x,-8,0,-9,0,-44,-55
CCN(C(=O)CN1CCc2ccccc21)c1c(N)n(Cc2ccccc2)c(=O)[nH]c1=O,-7,1,4,6,-6,-4,-19,7,-4,19,-2
C=CCNC(=S)N/N=C/c1ccc(-c2ccc(Br)cc2)o1,0,-54,6,-36,2,-5,14,-32,13,-31,-17
c1ccc(Nc2ccc(-n3ccnc3)nn2)cc1,x,-6,0,3,-3,-3,-5,2,2,10,5
CC1=C(C(=O)OCc2ccc3c(c2)OCO3)C(c2ccc(Cl)cc2)NC(=O)N1 (stereo unspecified),12,70*,94*,65*,81*,48*,-37,62,13,93*,75*
CC(=O)OCCCCCCCCCCC[N+]1(C)CCCCC1,6,10,4,25,-1,7,24,13,0,11,5
O=Cc1c[nH]c2ccc(S(=O)(=O)N3CCCCC3)cc12,12,5,-2,-2,27,-11,1,-3,4,-13,-33
Cc1ccc(NS(=O)(=O)c2ccc(C(=O)NCCN3CCOCC3)cc2)cc1,14,4,13,14,4,2,-28,13,-26,18,20
c1ccc(OCc2nn3c(-c4ccco4)nnc3s2)cc1,16,-2,-13,-3,-7,-11,14,-5,19,0,-4
COc1ccc(C(c2nnnn2C2CCCC2)N2CCc3ccccc3C2)cc1OC (stereo unspecified),12,15,-3,25,5,1,-13,-24,3,24,4
Cc1ccc(CS(=O)Cc2ccc(C(=O)NCCc3ccccc3)o2)cc1 (stereo unspecified),-9,12,3,-4,-7,-6,12,2,-12,-44,-10
Cc1[nH]nc2c1C(c1cnn(C)c1)C(C#N)=C(N)O2 (stereo unspecified),-6,-14,20,12,-2,6,-2,8,-12,8,-17
CCOc1cc(C(=O)NC(C)C2CC3CCC2C3)cc(OCC)c1OCC (stereo unspecified),-3,-13,-7,-19,x,4,-4,24,6,-9,-2
Cc1cc(C)c2cc(C)c3nnc(SCC(=O)NCc4ccc5c(c4)OCO5)n3c2c1,5,-21,-9,-2,6,17,4,-5,1,-29,-13
O=C(Nc1ccc(Cl)c(Cl)c1)c1cccnc1,-39,-31,-22,-50,-14,-26,10,-61,23,-10,-5
COc1ccc(C(=O)O)cc1S(=O)(=O)N1CCN(Cc2ccc3c(c2)OCO3)CC1,-5,11,-2,-20,5,-7,3,-12,1,2,4
COc1ccc(S(=O)(=O)N2CCOCC2)cc1NC(=O)c1ccc(OC(F)F)cc1,7,-4,-24,11,5,-12,-4,-11,4,-4,0
O=C(OCC(=O)N1CCC(Cc2ccccc2)CC1)c1ccccc1F,-10,-56,-11,14,-1,10,-2,-1,4,32,8
Cc1ccc(N2C(=O)C3CCCN3C2=S)cc1 (stereo unspecified),-1,-7,14,-15,8,-13,-15,4,-6,-3,-9
CCN1CCN(c2cc(C)c3cc(NC(=S)N4CCCC(C)C4)ccc3n2)CC1 (stereo unspecified),11,83*,86*,40,13,46*,-15,32,21,16,20
CC(OCC(O)CNCC1COc2ccccc2O1)c1ccc(Cl)cc1 (stereo unspecified),-7,9,-2,7,14,9,-24,5,-11,8,-4
COn1c(SC2CCCCC2)nc2ccccc2c1=O,6,-1,35,-2,-1,1,2,13,67*,-1,-5
COC(=O)[C@H](CCSC)NC(=O)Nc1cccc(Br)c1,6,-4,0,21,0,-3,5,20,0,3,19
CC1=C(C(=O)Nc2ccccc2C)C(c2ccc(C)o2)C2=C(CCCC2=O)N1 (stereo unspecified),-4,-5,8,3,-3,-3,3,-11,-12,1,8
Nc1ccc(SCC(=O)Nc2cccc([N+](=O)[O-])c2)cc1,-9,-6,-31,-15,-6,-28,3,-22,-8,1,-16
CCOC(=O)Cn1nnc(-c2ccc([N+](=O)[O-])cc2)n1,-3,-27,-10,15,-6,-7,-5,-12,7,6,11
CCOC(=O)c1c(C)n(CCNC(C)=O)c2ccc(OC)cc12,13,-17,-5,11,-3,0,2,15,-2,2,8
COc1ccc(-c2ccc(NS(=O)(=O)c3cccc([N+](=O)[O-])c3)cc2)nn1,-5,-24,-21,10,3,-2,1,12,-13,11,2
CC1CCCN(c2c([N+](=O)[O-])cc(C(=O)O)cc2[N+](=O)[O-])C1 (stereo unspecified),2,12,-9,2,5,7,-2,-6,-5,-10,-11
O=C(Nc1nccs1)C1(c2ccc(Cl)cc2)CC1,-3,6,9,10,-7,-6,-1,16,-7,-2,-10
CC(C)c1ccc(/C=N/n2cnnc2)cc1,-6,-4,2,1,1,1,-7,-9,-12,1,-32
C=C(C)C1CC=C(C)/C(=N\NC(=O)CCc2ccccc2)C1 (stereo unspecified),10,-12,1,-1,-1,-3,3,14,22,-20,12
COc1cccc(/C=C/C(=O)Nc2ccc(OC)nc2)c1,-19,-27,-10,-23,-15,-8,0,-84,10,-12,-58
COc1ccc(CN(C)C(=O)CNC(=O)c2ccc3ccccc3c2)c(OC)c1,12,-11,9,-15,-1,-5,-4,-8,2,0,-9
COc1ccccc1C(=O)NC(CCSC)C(=O)OCC(=O)N1CCN(S(=O)(=O)c2ccc(C)cc2)CC1 (stereo unspecified),4,1,-4,-16,-3,-8,12,2,16,2,-9
O=C(NCc1ccccn1)C1CC(c2ccccc2O)=NO1 (stereo unspecified),14,30,-3,2,16,15,1,-1,3,1,-13
COc1ccc([N+](=O)[O-])cc1NC(=O)Cc1noc2ccccc12,0,-7,14,21,-1,-9,3,-4,-7,19,6
Cc1ccc(SCCOCCN2CC(C)OC(C)C2)cc1 (stereo unspecified),-6,16,-3,2,5,-14,8,7,9,-11,6
CN(C1CCCCC1)S(=O)(=O)c1ccc(S(=O)(=O)N(CC(=O)Nc2ccccc2)C2CC2)cc1,17,19,20,3,-7,-6,-4,-2,3,11,-22
Cc1onc(-c2ccccc2)c1C(=O)Nc1nc(-c2cc(F)ccc2F)cs1,-47,-19,-17,-55,-13,-21,-10,-36,2,23,-33
COC(=O)c1ccc2c(c1)nc(C)n2CCO,4,-13,10,15,-6,-13,-2,-5,-5,0,-4
O=c1nc(SCc2c(F)cccc2Cl)nc(-c2ccc(Cl)cc2)[nH]1,2,10,-4,20,-1,16,-7,0,10,-25,6
CC1(C)OC(=O)C2=C(C[C@@H](CCc3ccccc3)O[C@H]2CCc2cccc(Cl)c2)O1,x,-17,-9,x,x,-11,x,-24,5,x,x
CC1(/[N+]([O-])=C\c2ccccc2F)CCCCC1=O (stereo unspecified),13,28,-10,11,3,-6,-7,0,-13,0,-5
O=C(Nc1ccc(Cl)cc1)N[C@@H]1c2c(ccc3ccccc23)OC[C@@H]1CO,-4,8,2,3,-4,3,-3,-5,-21,3,4
CCOC(=O)C(O)(NC(=O)c1cccnc1)C(F)(F)F (stereo unspecified),-7,9,3,25,3,26,0,-12,6,16,11
COc1ccc(NC(=O)NCc2ccccc2F)cc1OC,7,4,4,7,-5,-14,9,6,-4,1,-3
CCCSc1ncnc2c1oc1ccccc12,-25,-68,-1,-11,-17,x,-7,-11,11,2,-19
O=[N+]([O-])c1ccc(CS(=O)(=O)c2ncn[nH]2)cc1,2,8,-8,-4,x,10,-11,10,-6,2,-31
CCn1c(COc2ccc(C)cc2)nnc1SCC(=O)NNC(=O)c1ccc(OC)cc1,-8,8,9,9,-2,10,1,15,-9,-8,4
O=c1[nH]c2ccc(S(=O)(=O)Nc3ccccc3O)cc2[nH]1,0,-3,16,-17,-6,4,8,0,-7,4,16
CCOC(=O)c1ccc(NC(=O)COc2ccc(-n3cnnn3)cc2)cc1,13,-3,1,2,-1,-4,-10,-4,-5,8,-3
Cn1cc(CNC(=O)CC2C(=O)NCCN2CC(C)(C)C)cn1 (stereo unspecified),-24,-17,-3,-7,4,-16,5,4,7,-4,8
COc1ccccc1OCc1nc(C#N)c(N2CC(C)CC(C)C2)o1 (stereo unspecified),24,9,0,-15,4,3,-2,12,11,10,11

# (further entries)
mol,Shn3 3UTR inh,TROY NFkB inh,TWEAK Fn14 block,SRC3 inh,LMP1 NFkB inh,NR2F2 inh,KKLEB cytotox,NR5A2 inv ag,TRAIL sens C8,CF NFkB block,NCOA1 inh
Nn1c(Nc2ccccc2)nc2ccccc21,-36,-83,-48,-100,17,-44,-14,-144,15,4,-96
CC(=O)OC1[C@H](Oc2c(O)c(C)c3c4c2[C@@H](C)CC[C@@H]4[C@@H](C)C[C@@H]3C=C(C)C)OC[C@@H](O)[C@@H]1O (stereo partly specified),-3,-4,14,10,6,4,-3,-2,-3,-2,-31
Cc1ccccc1NC(=O)c1[nH]cnc1C(=O)NN,-6,-16,4,-9,-3,15,-10,3,-11,0,-9
Cc1cccc(C(=O)N2CC3(C)CC2CC(C)(C)C3)c1 (stereo unspecified),-5,-13,6,20,15,-1,2,-6,-11,8,0

# Shown field by field: entries from further up.
> Cn1cc(CNC(=O)CC2C(=O)NCCN2CC(C)(C)C)cn1 (stereo unspecified)
  Shn3 3UTR inh: -24; TROY NFkB inh: -17; TWEAK Fn14 block: -3; SRC3 inh: -7; LMP1 NFkB inh: 4; NR2F2 inh: -16; KKLEB cytotox: 5; NR5A2 inv ag: 4; TRAIL sens C8: 7; CF NFkB block: -4; NCOA1 inh: 8

> Cc1ccc(C(=O)NCCCNC(=O)c2ccccc2C)cn1
  Shn3 3UTR inh: 10; TROY NFkB inh: -4; TWEAK Fn14 block: -3; SRC3 inh: 6; LMP1 NFkB inh: 1; NR2F2 inh: -3; KKLEB cytotox: 0; NR5A2 inv ag: 15; TRAIL sens C8: -18; CF NFkB block: 1; NCOA1 inh: 14

# From PubChem
